High-throughput results deposited in PubChem by several laboratories.
IMP-1 inhibitor = inhibitors of Pseudomonas aeruginosa IMP-1 metallo-beta-lactamase; hit rate 0.45% among 290,000; AID 1556; purified IMP-1, nitrocefin hydrolysis, epi-absorbance fluorescence; inhibition, % at 5.6 µM;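 active = inhibition above the mean plus 3 SD of all compounds in the same screening run, cut at about 4.5% in these data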;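 note: 0% = IMP-1 with DMSO and 100% = DMSO wells lacking enzyme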
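Assay system: purified IMP-1; Quantity: IMP-1 0.2 nM before substrate addition; Medium: HEPES buffer pH 7.1 with ZnSO4 and Brij 35; Incubation: 15 min enzyme–compound preincubation, then 25 min nitrocefin reaction, 25 °C; Signal: fluorescence quenching readout, ex 480/em 530 nm; Controls: DMSO with and without IMP-1; Repeats: singlicate testing.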
VIM-2 inh = inhibitors of Pseudomonas aeruginosa VIM-2 metallo-beta-lactamase | purified VIM-2, nitrocefin hydrolysis, epi-absorbance fluorescence | inhibition, % at 5.6 µM | hit rate 0.89% among 290,000 | AID 1527;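 active = inhibition above the mean of all tested compounds plus 3 SD, cutoff set per screening run, cut at about 7.5% in these data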;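 note: red hydrolysis product quenches plate fluorescence so inhibitors raise well fluorescence; 0% = enzyme with DMSO and 100% = DMSO without enzyme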
GalR3 antag = antagonists of human GalR3. inhibition, % at 3 µM. hit rate 0.44% among 360,000. O60755. HEK293 GalR3-CNG cAMP membrane potential fluorescence; galR3 body fused to GalR1 C-terminus;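 active = inhibition above the screen-wide average plus 3 SD, cut at about 13% in these data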;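 note: forskolin and galanin both at EC90 stimulate the cells; cAMP rise reported by CNG channel membrane potential dye signal; 0% = forskolin plus galanin with DMSO and 100% = forskolin alone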
p-CIP stab down = p/CIP protein destabilization; Q05BA5; F442A p/CIP-EGFP cells, EGFP fluorescence, 16 h; decrease of EGFP signal, % at 10 µM; hit rate 0.01% among 290,000;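 active = EGFP signal decrease of at least 30% at 10 µM or well 3 SD below plate mean, unless failing retest; inactive = the rest, including hits failing retest or dose response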; note: some compounds called inactive have numbers as strong as hits; many of its hits are not listed in these tables
IDE cell activ = boosts human insulin-degrading enzyme activity in HEK cells | P14735 | FAbeta-B cleavage, fluorescence polarization; 0% vehicle, 100% cell-free pure enzyme wells | activation, % at 5.96 µM | hit rate 0.073% among 340,000;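 active = activation above the mean of all tested compounds plus 3 SD, set per screening campaign, cut at about 17% in these data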
Target sequence (P14735 whole entry, looked up): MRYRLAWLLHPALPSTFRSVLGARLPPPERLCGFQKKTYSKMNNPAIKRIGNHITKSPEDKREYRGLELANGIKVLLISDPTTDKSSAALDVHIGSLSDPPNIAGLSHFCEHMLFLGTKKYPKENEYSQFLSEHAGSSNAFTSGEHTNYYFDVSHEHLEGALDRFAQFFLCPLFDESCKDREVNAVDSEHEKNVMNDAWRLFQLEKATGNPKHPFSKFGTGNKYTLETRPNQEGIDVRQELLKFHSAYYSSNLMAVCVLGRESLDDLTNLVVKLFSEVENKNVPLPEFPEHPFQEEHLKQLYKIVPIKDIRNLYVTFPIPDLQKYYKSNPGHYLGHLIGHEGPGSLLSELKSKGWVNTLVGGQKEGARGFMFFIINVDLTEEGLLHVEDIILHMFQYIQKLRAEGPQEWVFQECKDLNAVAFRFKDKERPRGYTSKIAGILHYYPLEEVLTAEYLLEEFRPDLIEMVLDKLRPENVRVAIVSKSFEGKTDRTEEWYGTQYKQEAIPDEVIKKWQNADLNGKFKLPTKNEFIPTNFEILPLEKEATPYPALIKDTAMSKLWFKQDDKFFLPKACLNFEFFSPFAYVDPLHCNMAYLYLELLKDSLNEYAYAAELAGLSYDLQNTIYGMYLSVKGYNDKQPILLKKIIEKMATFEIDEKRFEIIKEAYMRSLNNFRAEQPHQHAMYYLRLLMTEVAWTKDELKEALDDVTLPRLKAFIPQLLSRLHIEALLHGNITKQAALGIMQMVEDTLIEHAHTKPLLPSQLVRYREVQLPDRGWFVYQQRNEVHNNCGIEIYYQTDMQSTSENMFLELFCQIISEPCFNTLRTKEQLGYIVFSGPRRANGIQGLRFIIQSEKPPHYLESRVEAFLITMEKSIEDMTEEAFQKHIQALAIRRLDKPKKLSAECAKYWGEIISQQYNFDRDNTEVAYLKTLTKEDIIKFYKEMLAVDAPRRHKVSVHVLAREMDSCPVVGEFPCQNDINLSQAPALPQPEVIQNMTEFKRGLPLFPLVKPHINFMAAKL
CRFR2-BP antag = antagonists of CRF-binding protein/CRF-R2 receptor complex. HEK293 CRF-R2/CRF-BP, CRF-induced calcium fluorescence. inhibition, % at 11.8 µM. hit rate 0.59% among 350,000;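 active = inhibition of the ligand-induced calcium signal above about 50% at the single tested concentration, limit read from the data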
NS3 helicase inh = HCV NS3 helicase inhibition. AID 1800. NS3 helicase DNA unwinding, Cy5 molecular beacon fluorescence. inhibition, % at 10.9 µM. hit rate 0.56% among 290,000;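 active = inhibition above the mean of all tested compounds plus 3 SD, set per campaign, cut at about 35% in these data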;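 note: 0% = DMSO wells and 100% = thioflavine S control wells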
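System: NS3 helicase fragment of HCV / Schedule: 1 h at 25 °C / Control set: DMSO alone as 0% and 110 µM thioflavine S as 100% / Reagent: Cy5/quencher beacon DNA duplex and ATP to start / Technique: Cy5 fluorescence / Replication: singlicate / Evaluation: % inhibition of end-to-start signal ratio versus controls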
SUMO HTRF inh = inhibitors of human SUMOylation (UBC9); P63279; HTRF SUMOylation assay, SAE1/SAE2 + UBC9, in vitro; inhibition, % at 35 µM; hit rate 0.36% among 290,000; in the data active = inhibition above about 50%, passing the limit was not always enough; note: strong numbers were not always called active
IDE cell inh = inhibits human insulin-degrading enzyme in HEK cells. P14735. FAbetaB cleavage, fluorescence polarization. inhibition, % at 5.59 µM. hit rate 0.41% among 320,000. AID 434962;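 active = percent inhibition above the average of all tested compounds plus 3 SD, set per screening campaign, cut at about 16% in these data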;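 note: IDE supplied by intact live HEK cells; FP after avidin binding of uncleaved biotin substrate so inhibition keeps polarization high; 0% = DMSO wells and 100% = 60 µM reference IDE inhibitor Ii1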
* marks the source's active call; other numbers are inactive results.

For Nc1nnc(Cc2ccc(F)cc2)s1 the results were IMP-1 inhibitor -1.3, VIM-2 inh -2.3, GalR3 antag -6.3, p-CIP stab down 1.0, IDE cell activ -0.8, CRFR2-BP antag 22.4, NS3 helicase inh -2.4, SUMO HTRF inh -2.7 and IDE cell inh 2.5.
Screening CC(O)CN(C)CC/C=C1/c2ccccc2CSc2ccccc21 (stereo unspecified) returned IMP-1 inhibitor 1.0, VIM-2 inh -1.4, GalR3 antag -12.1, p-CIP stab down 0.7, IDE cell activ -1.8, CRFR2-BP antag -1.2, NS3 helicase inh -11.5, SUMO HTRF inh -4.1 and IDE cell inh 2.6.
CCOP(=O)(NC(c1ccccc1)c1nc2ccccc2[nH]c1=O)OCC (stereo unspecified) was read as IMP-1 inhibitor -1.6, VIM-2 inh -0.1, GalR3 antag -10.5, p-CIP stab down -13.8, IDE cell activ 1.9, CRFR2-BP antag -8.8, NS3 helicase inh 2.3, SUMO HTRF inh 14.4 and IDE cell inh 1.4.
For COC(=O)c1ccccc1NC(=S)N(Cc1ccc2c(c1)OCO2)Cc1cc2cc(OC)ccc2[nH]c1=O the results were IMP-1 inhibitor -4.8, VIM-2 inh -4.6, GalR3 antag -2.7, p-CIP stab down -10.2, IDE cell activ -1.3, CRFR2-BP antag -53.0, NS3 helicase inh -1.7, SUMO HTRF inh -12.8 and IDE cell inh 1.9.
For O=[N+]([O-])c1ccccc1/C=N/NC1=NS(=O)(=O)c2ccccc21 the results were IMP-1 inhibitor -4.5, VIM-2 inh -1.8, GalR3 antag 1.2, p-CIP stab down 7.1, IDE cell activ 0.3, CRFR2-BP antag -16.1, NS3 helicase inh 8.9, SUMO HTRF inh -6.3 and IDE cell inh -4.2.
For Cc1ccc(NC(=O)C(OC(=O)c2ccccc2Cl)c2ccccc2)cc1Cl (stereo unspecified) the results were IMP-1 inhibitor 0.4, VIM-2 inh 2.1, GalR3 antag -0.6, p-CIP stab down 3.2, IDE cell activ 3.1, CRFR2-BP antag -24.0, NS3 helicase inh -18.5, SUMO HTRF inh -20.5 and IDE cell inh -5.4.
Screening Cc1cccc(NC(=O)CN(C)S(=O)(=O)c2cnc[nH]2)c1 returned IMP-1 inhibitor -7.1, VIM-2 inh -4.1, GalR3 antag -0.8, p-CIP stab down -4.4, IDE cell activ 0.6, CRFR2-BP antag 36.5, NS3 helicase inh 4.4, SUMO HTRF inh -12.9 and IDE cell inh 3.5.
For CC(=O)c1cccc(CN2CCC(CO)(CCOc3ccccc3)CC2)c1 the results were IMP-1 inhibitor -4.1, VIM-2 inh -3.6, GalR3 antag -12.1, p-CIP stab down -38.3, IDE cell activ 0.9, CRFR2-BP antag -0.1, NS3 helicase inh -27.3, SUMO HTRF inh -5.9 and IDE cell inh 5.2.
`CC(=O)C1=C(C)NC(C)=C(C(C)=O)C1c1cccs1` gave IMP-1 inhibitor -3.0, VIM-2 inh -0.5, GalR3 antag -1.7, p-CIP stab down 3.4, IDE cell activ 5.1, CRFR2-BP antag -23.6, NS3 helicase inh -3.3, SUMO HTRF inh 2.6 and IDE cell inh -1.0.
Screening COc1cc(/C=C/C(=O)OCC(=O)NC(=O)NC2CCCCC2C)ccc1OC(F)F (stereo unspecified) returned GalR3 antag -1.9, IDE cell activ 1.7, CRFR2-BP antag -6.9 and IDE cell inh 2.5.
Cc1ccsc1/C=N/Nc1ncc(Cl)cc1Cl was read as IMP-1 inhibitor -6.6, VIM-2 inh -3.8, GalR3 antag -2.4, p-CIP stab down -4.6, IDE cell activ -9.9, CRFR2-BP antag 20.8, NS3 helicase inh -5.9, SUMO HTRF inh 3.4 and IDE cell inh -0.1.
`O=[N+]([O-])c1ccc(N2CCN(C(=S)Nc3ccc(F)cc3)CC2)cc1` gave IMP-1 inhibitor -2.3, VIM-2 inh -0.9, GalR3 antag -6.5, p-CIP stab down 8.3, IDE cell activ -3.2, CRFR2-BP antag 12.0, NS3 helicase inh -13.7, SUMO HTRF inh -1.2 and IDE cell inh -0.7.
COc1ccc(C(=O)Nc2ccc(C(=O)NCCc3ccccc3)cc2)cc1 was read as IMP-1 inhibitor -2.8, VIM-2 inh -5.1, GalR3 antag -0.4, p-CIP stab down -11.6, IDE cell activ -2.2, CRFR2-BP antag 2.9, NS3 helicase inh 3.1, SUMO HTRF inh 35.8 and IDE cell inh 2.5.
Screening COc1ccc(CC(=O)Nc2ccc(S(=O)(=O)N3CCOCC3)cc2)cc1 returned GalR3 antag -1.5, IDE cell activ 1.7, CRFR2-BP antag -0.9 and IDE cell inh -2.4.
CCN(C(=O)c1cn(C)c(=O)c2cc(OC)c(OC)cc12)c1cc(OC)ccc1OC was read as IMP-1 inhibitor -2.6, VIM-2 inh -2.8, GalR3 antag 5.4, p-CIP stab down 5.5, IDE cell activ -2.5, CRFR2-BP antag -14.2, NS3 helicase inh -7.3, SUMO HTRF inh -21.6 and IDE cell inh 2.5.
`COc1ccc(CCNC(=O)CC2Oc3ccc(Cl)cc3NC2=O)cc1OC` (stereo unspecified) gave IMP-1 inhibitor -0.9, VIM-2 inh -4.2, GalR3 antag 2.6, p-CIP stab down -12.1, IDE cell activ 4.8, CRFR2-BP antag -35.3, NS3 helicase inh -5.0, SUMO HTRF inh -13.4 and IDE cell inh 2.7.
CC1CN(C(=O)COC(=O)c2ccccc2O)CC(C)O1 (stereo unspecified) was read as IMP-1 inhibitor 0.9, VIM-2 inh 1.6, GalR3 antag -2.6, p-CIP stab down 3.7, IDE cell activ 5.5, CRFR2-BP antag 12.6, NS3 helicase inh -4.0, SUMO HTRF inh 7.6 and IDE cell inh 1.4.
`CCc1nccn1Cc1cc(C=O)ccc1OC` gave IMP-1 inhibitor -2.3, VIM-2 inh 0.1, GalR3 antag -6.0, p-CIP stab down 6.2, IDE cell activ 1.3, CRFR2-BP antag 1.9, NS3 helicase inh -16.7, SUMO HTRF inh -1.0 and IDE cell inh -1.9.
Screening CCN(C(=O)COC(=O)c1cn(-c2ccccc2)nc1-c1ccccc1)C1CCS(=O)(=O)C1 (stereo unspecified) returned IMP-1 inhibitor -0.9, VIM-2 inh 0.0, GalR3 antag -1.6, p-CIP stab down -13.6, IDE cell activ 5.1, CRFR2-BP antag -2.3, NS3 helicase inh 0.3, SUMO HTRF inh 19.0 and IDE cell inh -2.4.
For O=C(NCc1ccccc1)C1CCCN(S(=O)(=O)c2ccc(F)cc2)C1 (stereo unspecified) the results were IMP-1 inhibitor -4.0, VIM-2 inh -2.1, GalR3 antag -3.1, p-CIP stab down -3.3, IDE cell activ 3.9, CRFR2-BP antag 14.6, NS3 helicase inh 3.8, SUMO HTRF inh 8.3 and IDE cell inh 1.3.

Random excerpt: two entries already listed
COc1ccc(C(=O)Nc2ccc(C(=O)NCCc3ccccc3)cc2)cc1 was read as IMP-1 inhibitor -2.8, VIM-2 inh -5.1, GalR3 antag -0.4, p-CIP stab down -11.6, IDE cell activ -2.2, CRFR2-BP antag 2.9, NS3 helicase inh 3.1, SUMO HTRF inh 35.8 and IDE cell inh 2.5.
Screening Cc1cccc(NC(=O)CN(C)S(=O)(=O)c2cnc[nH]2)c1 returned IMP-1 inhibitor -7.1, VIM-2 inh -4.1, GalR3 antag -0.8, p-CIP stab down -4.4, IDE cell activ 0.6, CRFR2-BP antag 36.5, NS3 helicase inh 4.4, SUMO HTRF inh -12.9 and IDE cell inh 3.5.

(list continues)
`Cc1ccc2c(c1)c(C1=NC(=S)NC1=O)c(O)n2C` gave IMP-1 inhibitor -3.0, VIM-2 inh -1.7, GalR3 antag -1.1, p-CIP stab down 11.5, IDE cell activ 1.6, CRFR2-BP antag -24.0, NS3 helicase inh 4.2, SUMO HTRF inh 4.3 and IDE cell inh 0.5.
For CC1CCCCC1NC(=O)Cn1cccc1C(=O)c1ccccc1 (stereo unspecified) the results were IMP-1 inhibitor -0.5, VIM-2 inh -4.0, GalR3 antag -2.2, p-CIP stab down -10.7, IDE cell activ -3.9, CRFR2-BP antag -3.8, NS3 helicase inh 5.2 and IDE cell inh -5.0.
Screening COc1cc(CCC(=O)NCc2ccc3c(c2)OCO3)cc(OC)c1OC returned IMP-1 inhibitor -4.8, VIM-2 inh -5.3, GalR3 antag -9.8, p-CIP stab down -9.5, IDE cell activ 0.4, CRFR2-BP antag 0.3, NS3 helicase inh 16.4, SUMO HTRF inh -0.3 and IDE cell inh 2.8.
For O=[N+]([O-])c1cc2c(c(CSc3nnc4ccccn34)c1)OCOC2 the results were IMP-1 inhibitor 0.0, VIM-2 inh -1.4, GalR3 antag -8.7, p-CIP stab down -4.4, IDE cell activ -1.7, CRFR2-BP antag 12.5, NS3 helicase inh -0.1, SUMO HTRF inh -19.6 and IDE cell inh -4.8.
Screening COCCN(CCOC)c1ncnc2c1cnn2-c1ccc(Cl)cc1 returned IMP-1 inhibitor -2.6, VIM-2 inh -3.2, GalR3 antag -2.6, p-CIP stab down -4.7, IDE cell activ -1.2, CRFR2-BP antag -8.7, NS3 helicase inh -6.5, SUMO HTRF inh 16.4 and IDE cell inh 4.8.
`COC(=O)[C@@H](NC(=O)NCc1ccco1)C(C)C` gave IMP-1 inhibitor -1.7, VIM-2 inh -0.8, GalR3 antag -3.0, p-CIP stab down -7.6, IDE cell activ -4.0, CRFR2-BP antag -6.0, NS3 helicase inh 4.8, SUMO HTRF inh 7.9 and IDE cell inh 3.9.
CCC1CCCCN1C(=S)NC1CCCCC1 (stereo unspecified) was read as IMP-1 inhibitor -1.4, VIM-2 inh -2.0, GalR3 antag -4.2, p-CIP stab down -4.4, IDE cell activ 3.5, CRFR2-BP antag -4.5, NS3 helicase inh 3.6, SUMO HTRF inh -0.8 and IDE cell inh -3.0.
COc1ccc(CCNC(=O)C(C(=O)c2ccccc2)n2ccccc2=O)cc1OC (stereo unspecified) was read as IMP-1 inhibitor -2.1, VIM-2 inh 0.2, GalR3 antag -9.8, p-CIP stab down 11.2, IDE cell activ -2.2, CRFR2-BP antag 5.1, NS3 helicase inh -6.0, SUMO HTRF inh 4.2 and IDE cell inh 1.1.
For Cc1nn(CC(=O)Nc2cc(S(=O)(=O)N3CCOCC3)ccc2Cl)c(C)c1[N+](=O)[O-] the results were GalR3 antag -4.8, IDE cell activ 0.1, CRFR2-BP antag 1.0 and IDE cell inh 1.8.
Cn1nnnc1SCCNCc1ccccc1OCc1ccc(F)cc1 was read as IMP-1 inhibitor -2.6, VIM-2 inh -3.7, GalR3 antag -6.0, p-CIP stab down 1.8, IDE cell activ -2.1, CRFR2-BP antag 16.4, NS3 helicase inh -8.6, SUMO HTRF inh 1.7 and IDE cell inh 0.2.
O=C(/C=C/c1cccs1)Nc1scc(-c2ccccc2)c1C(=O)O was read as IMP-1 inhibitor -0.6, VIM-2 inh 0.5, GalR3 antag -6.0, p-CIP stab down 6.5, IDE cell activ 0.0, CRFR2-BP antag 11.3 and NS3 helicase inh 35.7.
`CCOc1ccccc1NC(=O)c1ccccc1-c1ccccc1` gave IMP-1 inhibitor -3.0, VIM-2 inh -1.3, GalR3 antag -3.2, p-CIP stab down -9.2, IDE cell activ 2.5, CRFR2-BP antag 19.3, NS3 helicase inh -0.6, SUMO HTRF inh 9.3 and IDE cell inh -6.9.
